# TDP1 inh = TDP1 (human) enzyme inhibition; recombinant TDP1, AlphaScreen DNA substrate cleavage; Potency, µM (top dose mostly 130 µM), inactives show at the highest dose activity change, negative = inhibition, hits mostly inhibitors; hit rate 0.28% among 350,000; AID 485290; also: nearly all actives have a fitted effect of over 40% in size
# Target sequence (Q9NUW8 whole entry, looked up): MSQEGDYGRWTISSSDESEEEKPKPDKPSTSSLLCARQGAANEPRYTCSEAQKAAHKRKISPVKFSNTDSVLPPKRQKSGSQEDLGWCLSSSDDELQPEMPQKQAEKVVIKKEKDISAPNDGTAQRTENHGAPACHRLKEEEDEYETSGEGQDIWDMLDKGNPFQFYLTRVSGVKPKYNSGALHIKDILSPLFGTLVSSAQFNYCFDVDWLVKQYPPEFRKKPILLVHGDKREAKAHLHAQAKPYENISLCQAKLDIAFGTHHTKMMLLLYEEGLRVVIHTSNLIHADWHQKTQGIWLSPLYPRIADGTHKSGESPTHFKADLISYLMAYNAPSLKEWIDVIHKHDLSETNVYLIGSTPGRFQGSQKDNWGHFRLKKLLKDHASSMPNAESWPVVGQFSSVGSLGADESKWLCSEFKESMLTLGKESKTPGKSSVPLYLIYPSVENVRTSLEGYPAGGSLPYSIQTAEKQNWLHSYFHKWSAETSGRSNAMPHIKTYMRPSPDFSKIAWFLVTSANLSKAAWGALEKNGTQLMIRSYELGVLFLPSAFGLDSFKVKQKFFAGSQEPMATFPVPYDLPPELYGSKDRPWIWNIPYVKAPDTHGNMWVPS
#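 Signal: AlphaScreen proximity between streptavidin donor and anti-FITC acceptor beads on intact substrate. Reaction: Tdp1 1 nM, substrate 15 nM final, 5 min RT after 15 min compound preincubation.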
# DT40 TDP1 no CPT = qHTS for Inhibitors of human tyrosyl-DNA phosphodiesterase 1 (TDP1): qHTS in cells in absence of CPT | DT40 Tdp1-/- hTDP1 cells, no CPT, ATP luminescence, 48 h | Potency, µM (highest dose often 46.2 µM), for inactives: top-dose activity change, negative = growth inhibition, actives largely listed as inhibitors | hit rate 15% among 420,000 | AID 686978, 2013; also: nearly all actives have a fitted effect of over 55% in size
#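 A cellular qHTS used chicken DT40 cells lacking endogenous Tdp1 but carrying stably transfected human TDP1. Compounds were applied without camptothecin, and cell growth kinetics were judged by ATP-dependent luminescence after ≥48 hr.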
# DT40 TDP1 CPT = DT40-hTDP1 cell growth loss with CPT; Potency, µM (doses to about 46.2 µM), inactives show top-dose activity change, negative = growth inhibition, usual class: inhibitors; chicken DT40 Tdp1-/-;hTDP1 cells + 20 nM CPT, ATP luminescence, 48 h; AID 686979; hit rate 12% among 420,000; also: nearly all actives have a fitted effect of over 55% in size
#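 Cell growth measured by CellTiter-Glo luminescence after a minimum 48 h, 37 C compound exposure with 20 nM CPT in Tdp1-knockout DT40 cells stably expressing hTDP1, seeded 400/well; qHTS titration format.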
# An asterisk follows results filed as active; ? = inconclusive; / = no result given; & = joins results of further samples; [ ] = remark or other dose. Calls follow the shape of the dose curve; as a rule, active = well fitted curve in the direction sought with a large enough effect; inconclusive = small, poorly fitted or top-dose-only effect, or another doubt; inactive = no such curve, though single readings can be large; an effect the other way counts as inactive or inconclusive. % is scaled to controls: 0 for no effect and ±100 for the full control effect; potency is read from the fitted curve at half-maximal effect. Not a hit list; any-hit rate near 18%.
# Screens in order: TDP1 inh, DT40 TDP1 no CPT, DT40 TDP1 CPT
> COc1ccc(NC(=O)CN2CCCN(S(=O)(=O)c3ccc(Br)cc3)CC2)c(OC)c1
  3.2%, 23.1µM*, ?
> COC(=O)CNC(=O)COC(=O)c1cc(SC)ccc1Cl
  -1.2%, 4.2%, 10.0%
> COc1ccc(-c2ccc(NS(=O)(=O)c3cc([N+](=O)[O-])ccc3C)cc2)nn1
  4.2%, -14.5%, 5.3%
> Cc1cc(F)c(F)c(C(=O)NC2CC2)c1Cl
  3.3%, -2.9%, -18.2%
> Cc1cccc(N2CCN(C(=O)c3ccc(NS(=O)(=O)c4ccc5[nH]c(=O)[nH]c5c4)cc3)CC2)c1C
  6.1%, 0.0%, 4.3%
> COc1ccc(NC(=O)CN(C)C(=O)c2oc3ccccc3c2C)cc1
  5.8%, -9.9%, -2.7%
> C/C(Cl)=C\Cn1c(Nc2ccc(C)cc2)nc2c1c(=O)n(C)c(=O)n2C
  2.2%, ?, ?
> COc1ccc(CN(C)S(=O)(=O)c2nnc(NC(=O)c3ccccc3)s2)cc1OC
  5.3%, ?, ?
> Cc1ccn2cc(C(=O)NCc3ccco3)nc2c1
  6.1%, 5.7%, 1.7%
> CC(C)(C)NC(=O)N1c2ccccc2Sc2ccccc21
  /, 1.4%, -28.9%
> COC(=O)CSc1nnc(CNC(=O)c2ccc(S(=O)(=O)N3CCCCC3)cc2)n1C
  1.9%, -4.5%, -15.1%
> CCOC(=O)c1[nH]c2ccccc2c1NC(=O)c1ccc(C)c(C)c1
  -2.9%, ?, -18.0%
> CCC(=O)N1CCc2cc(Br)cc(S(=O)(=O)N3CCC(C(=O)NCCCOC(C)C)CC3)c21
  3.0%&1.8%, -24.3%&-20.7%, 13.5%&2.5%
> COc1ccc(Nc2ncccc2C(=O)NCc2ccccc2)cc1
  9.8%, -29.0%, -1.4%
> COc1ccc(NC(=S)NNc2ccc(S(=O)(=O)Nc3ccccc3C(=O)O)cc2[N+](=O)[O-])cc1
  /, 0.8%, ?
> O=C(Nn1c(-c2ccncc2)nc2ccccc2c1=O)c1ccc(Br)cc1
  2.5%, 1.6%, 2.3%
> Cc1ccccc1NC(=O)COC(=O)c1ccc2c(c1)C(=O)N(CCCN1CCOCC1)C2=O
  /, 8.2%, 2.9%
> CC(OC(=O)Cn1[nH]c(=O)c2ccccc2c1=O)C(=O)Nc1ccc(Cl)cn1 (stereo not drawn)
  0.3%, 8.7%, -29.8%
> COC(=O)c1cc(C(=O)OCC(=O)c2ccc3c(c2)NC(=O)CO3)cc([N+](=O)[O-])c1
  -0.6%, -1.1%, -0.8%
> O=S1(=O)CC(O)C(N2CCCCC2)C1 (stereo not drawn)
  2.5%, -25.0%, 28.6%
> CCN(CC(=O)Nc1c(F)cccc1F)C(=O)CCOc1ccc(C)cc1
  /, -8.6%, -4.6%
> Cc1cccc2cc(CN(Cc3cccnc3)C(=S)NCCCN(C)C)c(=O)[nH]c12
  2.8%, ?, 13µM*
> COc1ccc2[nH]cc(CCNC(=O)/C=C/[C@H]3O[C@@H](n4cc(C)c(=O)[nH]c4=O)C[C@@H]3O)c2c1
  /, 9.2%, -0.1%
> Cc1cc(C)c(NC(=O)C2CCCN(C(=O)c3cnn(-c4ccccc4)c3-n3cccc3)C2)c(C)c1 (stereo not drawn)
  2.5%, ?, ?
> c1ccc(Cn2nnc(-c3ccccc3)n2)cc1
  2.4%, -9.8%, -5.6%
> CC(=O)c1c(O)cc2n(c1=O)-c1ccc(Cl)cc1C2(C)C
  0.0%, ?, ?
> Cc1cc(C(=O)COC(=O)CC(NC(N)=O)c2ccc(Cl)cc2)c(C)n1C (stereo not drawn)
  6.1%, -26.1%, -10.6%
> Cc1ccc(-n2ncc3c(=O)n(CC(=O)NC4CCCCC4)cnc32)cc1C
  4.2%, -6.7%, -9.0%
> Cc1ccc(CNC(=O)C2CCN(S(=O)(=O)c3cn(C)cn3)CC2)cc1
  3.8%, -16.2%, -9.7%
> CCOC(=O)c1ccccc1NC(=O)/C=C/C(=O)O
  0.0%, -4.6%, -19.4%
> NNC(=O)C1=NOC2COC3(CCN(c4ncccn4)CC3)OCC12 (stereo not drawn)
  5.8%, ?, -14.4%
> CCOc1ccc(S(=O)(=O)NCC(c2ccc(N(C)C)cc2)N2CCCC2)cc1 (stereo not drawn)
  8.8%, 25.9µM*, ?
> CCOCCCNC(=O)/C(C#N)=C/c1cc(C)c(O)c(C)c1
  -1.8%, 23.1µM*, ?
> O=C(Cc1ccccc1)Nc1ccc(N2CCOCC2)cc1
  5.9%, -2.2%, 14.5%
> CC(Cl)C(=O)NN=C(c1ccccc1)c1ccccc1 (stereo not drawn)
  -2.7%, -23.0%, ?
> COc1ccc2c(c1OC)C(=O)N1c3ccccc3COC21 (stereo not drawn)
  2.8%, ?, -9.0%
> CCCC12CN3CC(C)(CN(C1)C3c1cccs1)C2=O (stereo not drawn)
  0.0%, -13.3%, 10.2%
> CCOc1ccc(CCNc2ccc3nnc(-c4ccccc4)n3n2)cc1OCC
  2.6%, ?, 16.4µM*
> O=C1CSc2cc(Cl)ccc2N1
  /, -19.5%, -0.6%
> COCCCN1CN=C(Nc2nc3ccccc3o2)NC1
  3.5%, -8.6%, -7.4%

# For convenience, 3 of the compounds above.
# Screens in order: TDP1 inh, DT40 TDP1 no CPT, DT40 TDP1 CPT
> CCOc1ccc(CCNc2ccc3nnc(-c4ccccc4)n3n2)cc1OCC
  2.6%, ?, 16.4µM*
> O=C1CSc2cc(Cl)ccc2N1
  /, -19.5%, -0.6%
> COCCCN1CN=C(Nc2nc3ccccc3o2)NC1
  3.5%, -8.6%, -7.4%

# An excerpt from above in order of molecular weight, rising.
# Screens in order: TDP1 inh, DT40 TDP1 no CPT, DT40 TDP1 CPT
> Cc1cc(F)c(F)c(C(=O)NC2CC2)c1Cl
  3.3%, -2.9%, -18.2%
> CC(C)(C)NC(=O)N1c2ccccc2Sc2ccccc21
  /, 1.4%, -28.9%
> CCOCCCNC(=O)/C(C#N)=C/c1cc(C)c(O)c(C)c1
  -1.8%, 23.1µM*, ?
> CCC(=O)N1CCc2cc(Br)cc(S(=O)(=O)N3CCC(C(=O)NCCCOC(C)C)CC3)c21
  3.0%&1.8%, -24.3%&-20.7%, 13.5%&2.5%

# (cont.)
# Screens in order: TDP1 inh, DT40 TDP1 no CPT, DT40 TDP1 CPT
> CCOc1ccccc1NC(=O)c1ccc(C(=O)Nc2ccccc2OCC)nc1
  /, -9.6%, ?
> Cc1cc2cc(C(c3nnnn3Cc3ccccc3)N3CCc4ccccc43)c(=O)[nH]c2cc1C (stereo not drawn)
  -3.4%, ?, ?
> O=C(COC(=O)c1c2c(nc3ccccc13)CCCC2)c1ccc(Br)s1
  -2.8%, 7.31µM*, 8.2µM*
> Cc1ccc(OCC(=O)Nc2sc3c(c2C(N)=O)CCCC3)c(C(C)(C)C)c1
  -4.0%[12.3 µM], ?, ?
> COc1ccccc1Nc1nc(-c2cccc([N+](=O)[O-])c2)nc2ccccc12
  1.0%, 18.4µM*, 23.1µM*
> COc1ccc(CNc2nc3nc(C)c(Cl)c(=O)n3[nH]2)cc1OC
  1.0%, 4.7%, -13.5%
> CC(C)Oc1ccc(CN2CCC2(C)C(=O)NCc2ccc(C(F)(F)F)cc2)cc1 (stereo not drawn)
  /, 14.6µM*, 25.9µM*
> CC1=NN(c2ccccc2)C(=O)C1C=Nc1ccccc1O (stereo not drawn)
  10.6%, 18.4µM*, ?
> CC(C)Cc1nccs1
  9.3%, -1.1%, 3.3%
> CCOC(=O)c1cc2c(C)n(-c3ccc(OCC)cc3)c(C)c2cc(C(=O)OCC)c1=O
  5.3%, 16.4µM*, ?
> COc1ccc(C(CC(=O)Nc2cc(Cl)c(OC)cc2OC)N2Cc3ccccc3C2=O)cc1 (stereo not drawn)
  0.0%, ?, ?
> O=C(CCOc1ccccc1)Nc1ccnn1C1CCN(Cc2ccccc2)CC1
  4.3%[56.1 µM], -17.0%, -20.1%
> CCN(c1ccccc1)S(=O)(=O)c1cc2c(cc1C)NC(=O)CO2
  /, -10.7%, -0.9%
> N#Cc1ccc(NC(=S)/N=C(\N)c2ccccc2)cc1
  /, ?, ?
> COc1ccc(N2CCN(CC(=O)Nc3ccc(SC(F)F)cc3)CC2)cc1
  2.7%, ?, -16.8%
> Cc1noc(NS(=O)(=O)c2ccc(NC(=O)C34CCC(CC3)C4)cc2)c1C
  5.8%, -12.0%, -20.3%
> CCOC(=O)C1CCCN(C(=O)c2cc(Cl)ccc2NC(=O)C2=C(C)OCCS2)C1 (stereo not drawn)
  -0.1%, -12.6%, -10.9%
> C=CCSC1=C(C#N)C(c2ccc(C(C)C)cc2)CC(=O)N1 (stereo not drawn)
  0.0%, ?, ?
> Cc1cc(-c2ccc(/C=N/n3cnnc3)o2)c([N+](=O)[O-])cc1C
  -5.8%, -27.1%, -3.4%
> Cc1c(C(=O)NCCC2=CCCCC2)oc2ccc(S(=O)(=O)N3CCOCC3)cc12
  0.0%, 20.6µM*, ?
> CN1/C(=c2/s/c(=C3/C(=O)N(c4ccccc4)NC3=Nc3ccccc3)n(C)c2=O)C(C)(C)c2ccccc21
  12.4%, 11.6µM*, ?
> CC(C)c1ccc(CNCCSc2nnnn2-c2ccccc2)cc1
  7.0%, 25.9µM*, 16.4µM*
> COc1ccccc1C(c1nnnn1Cc1ccccc1)N1CCC(C(N)=O)CC1 (stereo not drawn)
  1.1%, -18.9%, 7.4%
> COCCCN1C(=O)C(=O)/C(=C(/O)c2ccccc2)C1c1ccc2c(c1)OCO2 (stereo not drawn)
  -11.4%, -9.8%, -7.9%
> Cc1cccc(Nc2nc(-c3ccccc3)c(C(=O)Nc3cccnc3)s2)c1
  1.9%, ?, ?
> CC(C)OCCCNC(=O)C(NC(=O)c1ccc(Cl)cc1)C(C)C (stereo not drawn)
  3.5%, -1.9%, 11.4%
> CN(C)/C=C/C(=O)c1ccc(Cl)s1
  0.0%, 0.0%, -12.0%
> Cc1nnc(SCC(=O)N2CCCCC2)s1
  5.0%, -9.4%, 0.2%
> CCOc1cccc(/C(O)=C2/C(=O)C(=O)N(CCOC)C2c2ccc(C)o2)c1 (stereo not drawn)
  -2.1%, -6.5%, -26.0%
> O=c1[nH]c2nc(Br)[nH]c(=O)c2[nH]1
  /, -2.3%, -1.7%
> CCCCOc1ccc(-c2nnc(N)s2)cc1
  -2.6%, -29.3%, -1.4%
> CCCCNC(=O)N(O)C1N(CCCC)C(=O)N(CC(=O)OC)C1(C)C (stereo not drawn)
  -6.5%[56.1 µM], 0.2%, 6.9%
> Cc1ccccc1-n1ncc2c1CC(C)(C)CC2NC(=O)CCN1Cc2ccccc2C1=O (stereo not drawn)
  3.0%, ?, ?
> Cc1ccc(CN(C(=O)COc2cccc([N+](=O)[O-])c2)c2ccccn2)cc1
  4.7%, 20.6µM*, ?
> O=C(Nc1cccc(-c2nc3cccnc3s2)c1)c1cccnc1Cl
  0.6%, ?, ?
> CCOC(=O)c1c(C)[nH]c(C)c1S(=O)(=O)NCC(=O)N(C)c1ccc(C)c(C)c1
  0.0%, ?, ?
> CCN1CCN(CCCNC(=O)C2CCCN(c3nnc(-n4cccc4)s3)C2)CC1 (stereo not drawn)
  0.0%, -19.1%, 1.1%
> Nc1ncnc2nc(-c3ccccc3)[nH]c12
  /, ?, 7.0%
> COCCNc1cc(NCCOC)c([N+](=O)[O-])cc1[N+](=O)[O-]
  -1.1%, 13.4%, 11.4%
> CN(C)S(=O)(=O)c1ccc(NC(=S)NC(=O)c2cccs2)cc1
  2.7%, ?, ?
> Cc1c(C(=O)Nc2nccs2)oc2ccc(F)cc12
  -3.2%, 7.5%, -2.0%
> Cc1ccccc1NC(=O)N1CCCC1C(=O)NCc1ccccc1 (stereo not drawn)
  /, 22.4%, -11.8%
> N/C(=N\c1nc(CSc2nc3ccccc3s2)cc(=O)[nH]1)Nc1ccc(F)cc1
  /, ?, ?
> CCOc1ccc(N(C)S(=O)(=O)c2ccc(C)c(C(=O)NCCc3ccc(OC)cc3)c2)cc1
  0.1%, ?, 23.1µM*
> CC(=O)Nc1ccccc1-c1nc2ccccc2n(CC(=O)c2ccc(C)c(C)c2)c1=O
  2.9%, ?, 20.6µM*
> CN(CCNC(=O)Cn1c(=O)sc2ccccc21)Cc1ccccc1
  0.0%, -30.0%, ?
> OC[C@@H]1[C@@H](c2ccc(F)cc2)C(c2cccc(Cl)c2)=NN1c1ccccc1
  /, 23.1µM*, 20.6µM*
> Cc1ccccc1NC(=O)CSc1cn[nH]n1
  1.0%[0.0935 µM], 3.3%, 6.9%
> CCOc1ccc(N(Cc2cc3ccc(C)cc3[nH]c2=O)S(C)(=O)=O)cc1
  2.9%, -24.6%, ?
> CC(C)CN1C(=O)C(=O)N(CC(=O)c2ccc3c(c2)CCCC3)C1=O
  0.9%, -20.4%, -15.7%

# Screens: PubChem BioAssay, National Center for Advancing Translational Sciences (NCATS)
